Kir21 inh: blocks the mouse Kir2.1 inward-rectifier potassium channel; B-score at 10 µM; 0.85% of 310,000 active; HEK293-Kir2.1, FluxOR thallium flux fluorescence; stronger effect = lower value; AID 1672; P35561;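 active = fluorescence ratio B-score at or below minus 3 SD of library scores, with starting-brightness B-score within 2 SD, cut at about -4.2 in these data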;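 note: channel flux triggered by added potassium and thallium sulfate stimulus; B-score of peak minus minimum fluorescence over baseline after thallium stimulus; more negative B-score means stronger Kir2.1 block with less thallium influx; some compounds called inactive have numbers as strong as hits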
Target sequence (P35561 whole entry, looked up): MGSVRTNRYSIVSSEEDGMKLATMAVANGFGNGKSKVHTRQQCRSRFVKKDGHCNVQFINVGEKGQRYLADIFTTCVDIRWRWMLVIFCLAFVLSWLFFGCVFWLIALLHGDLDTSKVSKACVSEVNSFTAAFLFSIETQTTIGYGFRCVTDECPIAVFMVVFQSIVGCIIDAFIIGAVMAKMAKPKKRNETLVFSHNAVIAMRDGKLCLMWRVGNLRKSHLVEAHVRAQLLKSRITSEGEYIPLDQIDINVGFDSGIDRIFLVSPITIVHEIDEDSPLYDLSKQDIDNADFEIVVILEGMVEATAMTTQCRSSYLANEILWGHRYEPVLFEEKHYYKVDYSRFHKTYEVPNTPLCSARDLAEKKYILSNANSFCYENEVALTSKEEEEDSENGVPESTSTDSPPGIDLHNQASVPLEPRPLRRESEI
CHT inh: inhibitors of human choline transporter CHT. CHT-expressing cells, membrane potential dye, choline response; stronger effect = lower value. B-score at 10 µM. 0.86% of 310,000 active;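 active = B-score over 3 SD under the library average, and starting fluorescence ratio not unusually high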;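 note: choline stimulus applied at its EC90 after an EC20 pre-addition; B-score computed on integrated fluorescence ratio after choline addition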
Target sequence (Q9GZV3 whole entry, looked up): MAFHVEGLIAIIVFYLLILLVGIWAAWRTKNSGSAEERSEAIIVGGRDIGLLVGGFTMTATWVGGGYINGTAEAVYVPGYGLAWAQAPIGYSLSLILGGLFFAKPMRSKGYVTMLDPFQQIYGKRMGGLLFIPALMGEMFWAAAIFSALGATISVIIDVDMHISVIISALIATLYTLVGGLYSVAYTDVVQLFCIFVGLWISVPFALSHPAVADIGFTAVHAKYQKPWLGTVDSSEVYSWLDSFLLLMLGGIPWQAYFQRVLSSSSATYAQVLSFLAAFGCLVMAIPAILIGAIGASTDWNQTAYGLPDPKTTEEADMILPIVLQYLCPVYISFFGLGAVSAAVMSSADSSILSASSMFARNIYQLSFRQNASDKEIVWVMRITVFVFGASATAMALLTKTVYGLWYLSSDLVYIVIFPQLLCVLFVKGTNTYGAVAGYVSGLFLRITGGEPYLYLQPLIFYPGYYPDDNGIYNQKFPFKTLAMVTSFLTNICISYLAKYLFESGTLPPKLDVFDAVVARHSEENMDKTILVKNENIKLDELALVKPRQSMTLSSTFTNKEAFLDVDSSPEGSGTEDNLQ
The depositor's hits bear a star; i = inactive; nt = not tested or not shown.

SMILES	Kir21 inh	CHT inh
O=C(COC(=O)CCC(=O)c1cccs1)NCc1ccc(Cl)cc1	0.65	i
O=CN1CCN(C(=O)c2cc3cc(Cl)ccc3[nH]2)CC1	0.74	i
Nc1nc2n(n1)C(c1cccs1)CC(c1ccc(Br)cc1)N2 (stereo unspecified)	0.74	i
O=C(NCc1nnc(SCC(=O)N2CCOCC2)o1)c1c(F)cccc1Cl	-0.92	i
O=C(NC1CC1)c1cc2c(F)cccc2s1	-0.95	i
CCN(CC(=O)Nc1cccc(C(C)=O)c1)S(=O)(=O)c1ccc(OC)cc1	-1.8	i
O=C(NCCc1ccccc1)NC(Cc1ccccc1)C(=O)O (stereo unspecified)	-1.1	i
N#Cc1c(-c2cccc(Br)c2)cc(-c2ccco2)[nH]c1=O	1.5	i
C[C@H](NC(=O)Cc1cccc2ccccc12)C(=O)NCc1ccccc1	-2.4	i
CC(C)CC(=O)Nc1ccc(-c2nc3ccccc3c(=O)[nH]2)cc1	-2.7	i
Cc1ccccc1N(CC(=O)N/N=C/c1ccccc1Cl)C(=O)c1ccccc1	-0.02	i
COc1ccccc1NS(=O)(=O)c1cccc(C(=O)NN=C2CCCCCC2)c1	-0.02	i
COc1ccc(NC(=S)NNC(=O)COc2ccc(Cl)cc2Cl)cc1	0.6	i
CC1CC(=O)N(c2ccc(NCCc3ccccc3)c([N+](=O)[O-])c2)C1=O (stereo unspecified)	2.2	i
CNc1nc(-c2ccccc2)nc(-c2ccc(OC)cc2)c1C#N	1.4	i
O=C(CSc1nc2ccccc2c(=O)[nH]1)Nc1ccc(N2CCOCC2)cc1	-0.01	i
CC1CN(C(=O)COC(=O)c2cc(Cl)ccc2Cl)CC(C)O1 (stereo unspecified)	-0.71	i
CN(C)CCCn1c(SCC(=O)Nc2nccs2)nnc1-c1ccncc1	-1.6	i
Cc1nc2cc(C(F)(F)F)ccc2n1C	-0.52	i
O=C(NCc1ccccc1)c1cccc(COc2cccc(Cl)c2)c1	0.86	i
O=C1CC(c2cccs2)Cc2nc(NCC3CCCO3)ncc21 (stereo unspecified)	0.52	i
O=C(OCc1csc(-c2ccccc2)n1)c1ccc(O)cc1	-1.2	i
COc1ccc(-c2nc3c4ccccc4ccn3c2CN2CCCCC2)cc1	1.5	i
COc1ccc(N(CC(=O)NCc2ccc(C)cc2)S(=O)(=O)c2ccccc2[N+](=O)[O-])c(OC)c1	-0.05	i
O=C(c1cc(COc2ccc3ncccc3c2)on1)N1CCCC1	1.4	i
CCn1ccc(C(=O)NC2C(=O)N3C(C(=O)O)=C(C)CSC23)n1 (stereo unspecified)	-0.4	i
O=C(N/C(C(=O)N1CCOCC1)=C(\Sc1ncccn1)c1ccccc1)c1ccccc1	-0.53	i
COc1cc2[nH]cc(C(=O)NCCc3ccccc3)c(=O)c2cc1OC	-1.2	i
CC1=CCC(/C=N\Nc2nnc3c(n2)[nH]c2ccccc23)CC1 (stereo unspecified)	0.71	i
COc1ccc2nc(NCCO)[nH]c2c1	-0.07	i

A few values from the list:
Kir21 inh result of O=C(OCc1csc(-c2ccccc2)n1)c1ccc(O)cc1 = -1.2
Kir21 inh result of COc1ccc(N(CC(=O)NCc2ccc(C)cc2)S(=O)(=O)c2ccccc2[N+](=O)[O-])c(OC)c1 = -0.05

Continued:
SMILES	Kir21 inh	CHT inh
COc1ccc(N2C(=O)C3C(c4ccc(OC)cc4O)NC(Cc4ccccc4)(C(=O)O)C3C2=O)cc1 (stereo unspecified)	-1.7	i
c1ccc(-c2nc(C3CCCCC3)no2)cc1	0.44	i
CCCCN(CC(=O)NCc1ccc(F)cc1)C(=O)c1ccco1	-1.7	i
NC1=CC(=O)c2cccc3cccc1c23	-4.5	i
CCOC(=O)C1=C(O)/C(=C/c2ccc(OCC(=O)O)c(OC)c2)SC1=Nc1ccc(OCC)cc1	1.4	i
CC(C)CCNC(=O)C1(O)c2ccccc2NC(=O)N1c1ccc(Cl)cc1 (stereo unspecified)	-0.86	i
COc1ccccc1N1CCN(Cc2ccco2)CC1	-1.3	i
O=C(CSc1ccc(-c2ccncc2)nn1)N1CCCC1	-1.7	i
C/C(CC(=O)NC1CCCCC1)=N\NC(=O)c1ccccc1C	0.14	i
CC(C)NC(=O)NC(=O)COC(=O)c1ccc(OC(F)(F)F)cc1	-0.85	i
CN(CC(=O)Nc1cccc2ccccc12)c1ccc(S(=O)(=O)N2CCOCC2)cn1	0.01	i
Oc1ccc(/C=N/Nc2cc(N3CCOCC3)nc(N3CCOCC3)n2)cc1O	0.7	i
CC(=O)c1c(C)nc(-c2cccc([N+](=O)[O-])c2)n1O	0.25	i
Cc1nnsc1SCC(=O)O	0.03	i
COc1cc(/C=C2\C(=N)N3N=C(S(=O)(=O)CC(C)C)SC3=NC2=O)ccc1OC(=O)c1ccco1	-6*	-5.4*

2 entries picked at random from those above:
SMILES	Kir21 inh	CHT inh
CC1CC(=O)N(c2ccc(NCCc3ccccc3)c([N+](=O)[O-])c2)C1=O (stereo unspecified)	2.2	i
O=CN1CCN(C(=O)c2cc3cc(Cl)ccc3[nH]2)CC1	0.74	i

More compounds follow:
SMILES	Kir21 inh	CHT inh
CCOCCn1c(C(C)O)nc2ccccc21 (stereo unspecified)	0.02	i
COc1ccc(NC(=O)/C=C/c2cccc(C(F)(F)F)c2)cn1	0.54	i
COC(=O)CN1C(=O)[C@H]2[C@@H](/C=C/c3ccccc3)N3C(=O)CN(CCO)C(=O)[C@@]3(Cc3ccccc3)[C@H]2C1=O	0.82	i
COc1cccc(/C=N/NC(=O)C(=O)N/N=C/c2cccc(OC)c2OC)c1OC	-0.29	i
COc1ccc(-n2c(SCc3cn4c(C)cccc4n3)nc3ccccc3c2=O)cc1OC	0	i
Fc1cccc(NC(=S)NCc2ccccc2Cl)c1	0.61	i
Cc1ccc(-n2nc3c(c2NC(=O)c2ccc(F)c(F)c2)CS(=O)(=O)C3)cc1	0.06	i
COc1ccc(CN2CCCC(C(=O)c3cccc(C(F)(F)F)c3)C2)cc1O (stereo unspecified)	-12*	i
NC(=O)c1ccccc1OCC(=O)Nc1ccc(Cl)c(Cl)c1	0.68	i
COc1ccc([N+](=O)[O-])cc1N(CC(O)CN1C(=O)NC(C)(C)C1=O)S(=O)(=O)c1ccccc1 (stereo unspecified)	-0.69	i
CCOc1ccc2nc(NC(=O)C3(C)CC3(Br)Br)sc2c1 (stereo unspecified)	-0.17	i
COc1ccc2cc(CN(Cc3cccnc3)S(=O)(=O)c3ccccc3)c(=O)[nH]c2c1	0.01	i
C#CCCCc1nc2ccccc2c(=O)n1N	-0.87	i
COc1cccc(-c2cnc(OC(C)(C)C)nc2OC(C)(C)C)c1	-0.19	i
C#CCOCCOCCOCCNc1nc(N2CCN(C(=O)[C@H](CCCCN)n3cc(C(N)CO)nn3)CC2)nc(N2CCN(C(=O)[C@H](CCCCN)n3cc(C(N)COC(=O)C(F)(F)F)nn3)CC2)n1 (stereo partly specified)	1.2	i
CCn1c(SCC(=O)N/N=C/C=C/c2ccco2)nnc1-c1ccccc1	0.07	i
COCc1nnc(NC(=O)c2sc3ccccc3c2Cl)s1	2	i
Cc1ccc(N(CC(=O)NC2CCCCC2)C(=O)CCC(=O)Nc2nccs2)cc1	-0.73	i
Brc1ccc2ncnc(NCc3cccnc3)c2c1	0	i
CCCCNC(=O)c1ccc2c(OCC)n(CCCC)nc2c1	0.76	-7.1*
Cc1ccc(-n2c(O)c(C=NCc3ccccn3)c3ccccc3c2=O)cc1	-0.4	i
O=C(CCc1nc2ccccc2c(=O)[nH]1)Nc1ccc(Cl)c(Cl)c1	2.3	i
COc1ccc(C2CC(C(F)(F)F)n3ncc(C(=O)Nc4c(C)n(C)n(-c5ccccc5)c4=O)c3N2)cc1 (stereo unspecified)	-1.9	i
O=C1Nc2ccccc2/C1=N\N=C\C1=C(N2CCOCC2)C(=C\c2ccccc2)/CC1	-1.3	i
Cc1ccc(Cl)cc1N1CCN(S(=O)(=O)c2ccc3[nH]c(=O)c(=O)[nH]c3c2)CC1	-1.2	i
COCCNc1nc(-c2cc(C)c(C)cc2C)cs1	0.32	i
CCOC(=O)c1ccc(-n2c(O)c(/C=N/NC(=O)C3COc4ccccc4O3)c3ccccc3c2=O)cc1 (stereo unspecified)	0.07	i
COc1cc(C(C[N+](=O)[O-])c2c(N)n(C)c(=O)n(C)c2=O)ccc1O (stereo unspecified)	0.01	i
COc1ccccc1Oc1c(C)oc2c(CN3CCOCC3)c(O)ccc2c1=O	-1.4	i
CCOc1ccc(C2=Nc3ccc(Br)cc3C(c3ccc(N4CCOCC4)cc3)=NN2)cc1	-1.4	i
C=CC[n+]1c(-c2ccc(OC)cc2)csc1NNC(=O)Nc1ccccc1	-0.03	i
COc1cc(OC)c(NC(=O)CCNS(=O)(=O)c2ccc3c(c2)oc(=O)n3C)cc1Cl	0.71	i
CCS(=O)(=O)NCC(c1cccnc1)N1CCN(c2ccccc2OC)CC1 (stereo unspecified)	0.73	i
O=C(O)Cc1ccc(NS(=O)(=O)c2ccc3ccccc3c2)cc1	-0.02	i
CN(C)Cc1cc(C(C)(C)C)c(O)c(C(C)(C)C)c1	0.14	i
CCCOC(=O)c1cc(NC(=O)/C=C/c2ccccc2)ccc1O	-0.27	i
COc1ccc(CCC(=O)O)cc1OC	0.88	i
Cc1[nH]c(=S)[nH]c(=O)c1Cc1ccccc1	-1	i
CSCCCc1cn([C@@H](CO)C(=O)NCCCCCCCCCCC(=O)N2CCNCC2)nn1	nt	i
COc1ccc(C2/C=C\CN(C(=O)c3ccccc3)CC(=O)N2Cc2ccc(F)cc2)cc1 (stereo unspecified)	0.06	nt
CC(C)=C1C2CCC1C1C(=O)N(c3ccc(C)c(C)c3)C(=O)C21 (stereo unspecified)	-0.54	i
CCS(=O)(=O)N1CCCC(C(=O)NCCc2ccc(OC)c(OC)c2)C1 (stereo unspecified)	-0.29	i
CCCC(=O)Nc1ccc(C2C(=O)c3ccccc3C2=O)cc1	-0.91	i
COc1ccc(C(CC(=O)O)NC(=O)c2sc3ccccc3c2Cl)cc1 (stereo unspecified)	1.1	i
C[C@H](NC(=O)[C@@H]1Cc2ccccc2CN1C(=O)OC(C)(C)C)C(=O)NCc1ccco1	0.11	i
FC(F)(F)c1ccccc1N/N=C/c1cccnc1	0.71	i
NS(=O)(=O)c1ccc(NC(=S)NC(=O)c2ccc(-c3ccccc3)cc2)cc1	2.3	i
Cc1cccc(-c2nnc3n2N=C(c2ccccc2)CS3)c1	0.38	i
N#Cc1cccc2c1-c1ccccc1/C2=N/NC(N)=O	0.7	i
O=C(c1cccc(Cl)c1)N1CCCC(C(=O)N2CCCCCC2)C1 (stereo unspecified)	-1.9	i
CCc1nnc(NC(=O)CSc2nc3cc(OC)ccc3cc2C)s1	-1.6	i
CCc1nnc(NS(=O)(=O)c2ccccc2)s1	-1	i
CCc1nnc(NS(=O)(=O)c2ccc(N/C=C/C(=O)c3ccc(C)cc3)cc2)s1	1.8	i
O=C(COC(=O)CC(c1ccccc1)c1ccccc1)NCc1ccccc1	-5.8*	i
CCCc1cnc(N2CCN(C(=O)c3ccccc3)CC2)nc1	-1	i
CCOC(=O)C1=C(C)OC(N)=C(C#N)C1c1cc(Cl)c(OCC(N)=O)c(OC)c1 (stereo unspecified)	-1.3	i
Cc1cc(N2CCc3ccccc32)n2ncnc2n1	0.05	i
O=[N+]([O-])c1ccccc1CS(=O)(=O)c1ccccc1	0.2	i
O=C(/C=C/c1cccs1)NC(=S)Nc1ccc(S(=O)(=O)Nc2ccccc2C(F)(F)F)cc1	-0.03	i
CN(C)c1ccc(CN(C(=O)c2ccc(Cl)c([N+](=O)[O-])c2)C2CCS(=O)(=O)C2)cc1 (stereo unspecified)	2.1	i

4 structures already listed, ordered by count of non-hydrogen atoms, descending.
SMILES	Kir21 inh	CHT inh
CCOC(=O)C1=C(C)OC(N)=C(C#N)C1c1cc(Cl)c(OCC(N)=O)c(OC)c1 (stereo unspecified)	-1.3	i
O=C(COC(=O)CC(c1ccccc1)c1ccccc1)NCc1ccccc1	-5.8*	i
CCc1nnc(NC(=O)CSc2nc3cc(OC)ccc3cc2C)s1	-1.6	i
Cc1cc(N2CCc3ccccc32)n2ncnc2n1	0.05	i

Next compounds:
SMILES	Kir21 inh	CHT inh
O=C1CCC(C(=O)OC(C(=O)c2c[nH]c3ccccc23)c2ccccc2)=NN1 (stereo unspecified)	-0.75	i
CCOC(=O)n1c(=O)oc2ccccc21	-0.51	i
Cc1cc(=O)n2c3ccccc3n(CC(O)CN3CCC(C)CC3)c2c1C#N (stereo unspecified)	-0.49	nt
COc1ccccc1N1CCN(C(c2cccs2)C(C)NC(=O)C(=O)N2CCOCC2)CC1 (stereo unspecified)	-2.4	i
CCOC(=O)N1CCC(c2nc3ccccc3[nH]2)CC1	1	i
C=CCC1(CC=C)CCCN1C(=O)C1CCC(=O)N(CCc2ccc(OC)cc2)C1 (stereo unspecified)	-1.6	i
FC(F)(F)c1cnc(-c2cnc(-c3cccnc3)nc2)c(Cl)c1	0.87	i
CCC1(C)Cc2c(sc3c2c(=O)n(C)c2nnc(SCc4ccccc4)n32)CO1 (stereo unspecified)	0.74	i
Cn1c(/C(C#N)=C(\O)c2ccc(Cl)s2)nc2ccccc21	2.2	i
O=C(NC1CC2CCC1C2)c1ccco1 (stereo unspecified)	-0.09	i
Cn1c(SCC(=O)Nc2nnc(-c3ccccc3)o2)nnc1C1CC1	1.4	i

Structures listed so far shown as hits in Kir21 inh.
SMILES	Kir21 inh	CHT inh
COc1cc(/C=C2\C(=N)N3N=C(S(=O)(=O)CC(C)C)SC3=NC2=O)ccc1OC(=O)c1ccco1	-6*	-5.4*
COc1ccc(CN2CCCC(C(=O)c3cccc(C(F)(F)F)c3)C2)cc1O (stereo unspecified)	-12*	i
O=C(COC(=O)CC(c1ccccc1)c1ccccc1)NCc1ccccc1	-5.8*	i

Screening results from PubChem BioAssay.
